# From PubChem BioAssay
# Mcl-1 Bim block – disrupts Bim peptide binding to human Mcl-1; Q07820; inhibition, % at 10 µM; AID 1009; Bead-based flow cytometry, Bim peptide-Mcl-1 binding; 190,000 compounds, 0.1% hits;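 further: 0% = no compound tracer wells and 100% = peptide blocker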
# ABCG2 inh – human ABCG2 inhibition, ABCB1 as counter-screen. inhibition, % at 6.6 µM. IgMXP3 cells, JC-1 efflux, flow cytometry. Q9UNQ0. 190,000 compounds, 0.1% hits;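 active means inhibition above 80%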;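 further: 0% = DMSO and 100% = nicardipine control wells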
#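 test system = two drug-resistant human cell lines, ABCG2 and ABCB1 | amount = 3 million cells/mL final, two lines in 1:1 ratio | reagent = JC-1 transporter substrate | doses = one concentration, 6.6 µM final | incubation = 10 min at 25 °C | signal = flow cytometric JC-1 green MFI at 530 nm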
# Bim-Bfl-1 – disrupts Bim binding to human Bfl-1; Q16548; Bead-based flow cytometry, Bim-Bfl-1 binding inhibition; inhibition, % at 10 µM; 190,000 compounds, 0.12% hits;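 further: 0% = wells without compound plus tracer and 100% = blocker peptide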
# RGS7-Gao reg – regulators of human RGS7-Galphao interaction | P09471 | Multiplexed bead flow cytometry, RGS7-Galphao binding; actives lie on both sides | binding response (% of control), % at 10 µM | 220,000 compounds, 0.35% hits | AID 1439; in the data active means binding response below about 49% or above about 150%; inconclusive means no clear call, values can overlap the other calls; inactive means in between;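 further: fluorescent Galphao held in activated GDP-AlF4 state binding bead-coupled RGS7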
# Target sequence (P09471 whole entry, looked up): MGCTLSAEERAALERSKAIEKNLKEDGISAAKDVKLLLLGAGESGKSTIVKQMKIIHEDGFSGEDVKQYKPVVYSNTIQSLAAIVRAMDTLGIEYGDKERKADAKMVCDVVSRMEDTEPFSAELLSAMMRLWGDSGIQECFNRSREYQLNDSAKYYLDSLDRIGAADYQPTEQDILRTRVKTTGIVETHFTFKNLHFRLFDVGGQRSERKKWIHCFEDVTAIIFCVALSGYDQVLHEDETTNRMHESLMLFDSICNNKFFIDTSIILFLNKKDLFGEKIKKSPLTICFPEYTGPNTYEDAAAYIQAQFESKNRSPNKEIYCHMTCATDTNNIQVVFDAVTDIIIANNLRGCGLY
# ABCB1 inh – human ABCB1 inhibition, ABCG2 as counter-screen. P08183. CCRF-Adr cells, JC-1 efflux, flow cytometry. inhibition, % at 6.6 µM. 190,000 compounds, 0.067% hits. AID 1326; in the data active means inhibition above about 40%;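 further: 0% = vehicle and 100% = reference inhibitor; higher value means more JC-1 retained so stronger ABCB1 efflux block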
# RGS8-Gao reg – regulators of human RGS8-Galphao interaction. P09471. multiplexed bead flow cytometry, RGS8-Galphao binding; actives lie on both sides. response (percent of control binding), % at 10 µM. 220,000 compounds, 0.34% hits. AID 1423; in the data active means response below about 60% or above about 140%; inactive means in between;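 further: Galphao activated as the GDP aluminium fluoride complex binding bead-coupled RGS8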
# Bim-Bcl-XL – inhibitors of Bim-Bcl-XL interaction, human | Bim peptide-Bcl-XL binding, bead flow cytometry, fluorescence | inhibition, % at 10 µM | 190,000 compounds, 0.04% hits
# Target sequence (Q07817 whole entry, looked up): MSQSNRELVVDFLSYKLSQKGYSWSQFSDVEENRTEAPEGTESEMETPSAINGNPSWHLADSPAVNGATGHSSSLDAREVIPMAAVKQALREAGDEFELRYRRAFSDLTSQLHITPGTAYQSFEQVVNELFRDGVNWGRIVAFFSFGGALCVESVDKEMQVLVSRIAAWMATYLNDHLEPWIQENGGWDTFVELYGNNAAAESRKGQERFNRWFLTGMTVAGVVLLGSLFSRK
# Bim-Bcl-2 – disrupts Bim peptide binding to human Bcl-2; AID 950; Bead-based flow cytometry, Bim peptide-Bcl-2 binding; P10415; 190,000 compounds, 0.06% hits; inhibition, % at 10 µM; in the data active means inhibition above about 40%; inconclusive means no clear call, values can overlap the other calls;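 further: 0% = no compound wells with probe peptide and 100% = reference peptide inhibitor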
# Target sequence (P10415 whole entry, looked up): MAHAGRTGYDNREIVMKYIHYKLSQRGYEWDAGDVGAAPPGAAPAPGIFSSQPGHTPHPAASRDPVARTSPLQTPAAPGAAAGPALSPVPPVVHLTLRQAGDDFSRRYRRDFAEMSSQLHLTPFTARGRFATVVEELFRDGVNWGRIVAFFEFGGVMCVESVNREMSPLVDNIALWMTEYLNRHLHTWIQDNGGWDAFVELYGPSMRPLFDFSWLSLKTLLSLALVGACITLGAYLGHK
# Bim-Bcl-B – inhibitors of Bim-Bcl-B interaction, human | bead-based flow cytometry, Bim peptide-Bcl-B binding | inhibition, % at 10 µM | 190,000 compounds, 0.073% hits;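 further: 0% = tracer peptide without compound and 100% = reference inhibitor peptide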
# RGS4-Gao reg – human RGS4-Galphao interaction regulation; P09471; Multiplexed bead flow cytometry, RGS4-Galphao binding; actives lie on both sides; binding response (% of control), % at 10 µM; 220,000 compounds, 0.33% hits; in the data active means binding response below about 49% or above about 150%; inactive means in between;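 further: fluorescent Galphao activated with aluminum fluoride binding bead-coupled RGS4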
# Bim-Bcl-W – inhibitors of Bim-Bcl-W interaction, human; bead-based flow cytometry, Bim peptide-Bcl-W binding; inhibition, % at 10 µM; 190,000 compounds, 0.02% hits;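 further: 0% = bound tracer without compound and 100% = peptide blocker; higher means less fluorescent Bim peptide bound to Bcl-W beads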
# Target sequence (Q92843 whole entry, looked up): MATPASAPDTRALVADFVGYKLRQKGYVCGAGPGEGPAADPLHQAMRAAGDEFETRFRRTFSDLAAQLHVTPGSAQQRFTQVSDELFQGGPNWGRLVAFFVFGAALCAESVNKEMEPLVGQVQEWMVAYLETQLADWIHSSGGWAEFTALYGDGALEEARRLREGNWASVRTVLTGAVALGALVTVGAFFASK
# * marks the source's active call; other numbers are inactive results; ? = inconclusive; nt = no result given. Unless noted, no stated cut-off is given here; in the data, active means inhibition above about 40%.
1. Nc1nc(-c2ccc(C(=O)O)cc2)cs1
2. COc1ccc(-c2[nH]ncc2CN(C)C(C)c2cccs2)c(F)c1 (stereo unspecified)
3. COc1cccc(OC)c1C(=O)N1CC(C)OC(C)C1 (stereo unspecified)
4. CC(C)Oc1cccc(C(=O)NC2=NCCS2)c1
5. COc1ccc(S(=O)(=O)c2c(N)n(Cc3ccco3)c3nc4ccccc4nc23)cc1
6. COc1ccc(N=C2SC(C(N)=O)CC(=O)N2CCc2ccc(OC)c(OC)c2)cc1 (stereo unspecified)
7. CCC(=O)Nc1cc(OC)cc(OC)c1
8. Cc1cc([N+](=O)[O-])nn1CCC(=O)Nc1nccs1
assay / entry,1,2,3,4,5,6,7,8
Mcl-1 Bim block,0.0,-3.0,-1.0,-3.0,1.0,-1.0,-3.0,0.0
ABCG2 inh,1.4,9.8,-8.2,1.3,nt,4.9,6.1,4.7
Bim-Bfl-1,-2.0,-8.0,-6.0,4.0,-3.0,-1.0,4.0,-9.0
RGS7-Gao reg,?,101.2,103.5,98.8,96.2,98.4,97.3,102.0
ABCB1 inh,0.3,1.7,-0.4,0.8,nt,0.0,0.6,1.1
RGS8-Gao reg,100.2,103.3,101.6,98.7,97.2,101.5,100.5,102.8
Bim-Bcl-XL,0.0,-8.0,-1.0,0.0,0.0,-2.0,-1.0,-3.0
Bim-Bcl-2,1.0,-5.0,-6.0,3.0,2.0,0.0,1.0,-8.0
Bim-Bcl-B,0.0,-5.0,-2.0,2.0,-4.0,2.0,-1.0,-6.0
RGS4-Gao reg,98.1,105.8,101.4,92.1,97.0,100.5,100.6,102.8
Bim-Bcl-W,-1.0,-4.0,0.0,0.0,8.0,1.0,-3.0,-2.0

9. O=C(O)CCCn1cc(NC(=O)COc2ccccc2[N+](=O)[O-])cn1
10. COC(=O)c1cn(-c2ccccc2)c(C)c1C(=O)OC
11. COc1ccc(-c2cnnc(N/N=C/c3ccc(O)c(O)c3)n2)cc1
12. Nn1c(Cc2ccccc2F)nnc1SCCOc1ccc(Cl)cc1
13. CCCCn1c(SCC(=O)c2ccc3c(c2)NC(=O)CO3)nc2cc(S(N)(=O)=O)ccc21
14. CN1CCNC(=O)C1CC(=O)N1CC=C(c2ccc(F)cc2)CC1 (stereo unspecified)
15. OCCN1CCN(CC(O)COc2ccc3c(c2)OCO3)CC1 (stereo unspecified)
16. O=C1c2ccccc2-c2ccc(C(=O)N3CCOCC3)cc21
assay / entry,9,10,11,12,13,14,15,16
Mcl-1 Bim block,-6.0,-3.0,-9.0,-2.0,-4.0,-4.0,-3.0,8.0
ABCG2 inh,2.9,-0.1,-1.9,6.4,-3.3,-1.2,0.6,2.2
Bim-Bfl-1,-1.0,3.0,-11.0,0.0,-5.0,-6.0,-1.0,-3.0
RGS7-Gao reg,98.3,nt,86.1,105.1,?,105.0,95.7,108.4
ABCB1 inh,0.4,-0.2,-0.6,0.4,-0.1,-0.6,0.2,0.2
RGS8-Gao reg,95.6,nt,90.9,105.0,99.1,100.7,97.1,108.8
Bim-Bcl-XL,-6.0,-5.0,-2.0,-3.0,-4.0,-5.0,-2.0,-5.0
Bim-Bcl-2,-3.0,3.0,-5.0,0.0,-5.0,-5.0,-2.0,0.0
Bim-Bcl-B,0.0,-5.0,-7.0,-4.0,-12.0,-6.0,-2.0,-6.0
RGS4-Gao reg,96.7,nt,86.2,103.9,101.6,97.8,94.1,108.2
Bim-Bcl-W,-10.0,-3.0,0.0,1.0,-3.0,-5.0,0.0,2.0

17. CCC(CC)=NNC(=O)c1ccccc1OCc1ccc(F)cc1
18. O=C(c1cnn2c(C(F)(F)F)cc(-c3cccs3)nc12)N1CCOCC1
19. CC(=O)Nc1ccc(NC(=O)CSCCc2ccccn2)cc1
20. CCSc1nnc(-c2ccc(OC)cc2)o1
21. Cn1c(=O)c(C(=O)COC(=O)c2cc(C(F)(F)F)nc3ccccc23)c(N)n(Cc2ccccc2)c1=O
22. C=CCn1c(-c2ccccc2)cc(SC)c(C#N)c1=O
23. COC(=O)c1ccc(NC(=O)CO/N=C2\CCCc3nonc32)cc1
24. Fc1ccc(CNCc2ccccc2Cl)cc1
assay / entry,17,18,19,20,21,22,23,24
Mcl-1 Bim block,-2.0,0.0,-2.0,-1.0,0.0,0.0,0.0,2.0
ABCG2 inh,2.3,4.6,0.8,1.8,10.6,15.7,1.0,1.9
Bim-Bfl-1,-6.0,-3.0,0.0,-15.0,0.0,-5.0,-2.0,-4.0
RGS7-Gao reg,102.4,96.3,102.1,100.2,101.7,100.1,98.3,105.0
ABCB1 inh,0.2,0.3,0.2,0.4,2.7,0.3,0.2,0.6
RGS8-Gao reg,100.5,96.2,97.8,101.5,98.6,101.7,99.0,108.6
Bim-Bcl-XL,-1.0,-1.0,0.0,-3.0,-2.0,-1.0,-1.0,0.0
Bim-Bcl-2,-8.0,0.0,0.0,-8.0,0.0,-3.0,0.0,3.0
Bim-Bcl-B,-9.0,1.0,0.0,-8.0,-3.0,0.0,-4.0,-2.0
RGS4-Gao reg,101.2,98.1,100.7,102.4,100.3,103.1,97.2,108.1
Bim-Bcl-W,0.0,-5.0,1.0,0.0,-3.0,0.0,0.0,-2.0

25. COc1ccc(N(C(C)=O)S(=O)(=O)c2cccs2)cc1
26. CCOC(=O)CSc1nc(N)c(C(=O)Nc2ccc(N(C)C)cc2)s1
27. Cc1ccsc1/C=N/NC(=O)c1cc(-c2ccncc2)nc2ccccc12
28. O=C(CCn1nnc(-c2cccs2)n1)N1CCc2ccccc2C1
29. Cc1ccc(S(=O)(=O)c2cc(N3CCOCC3)nc(-c3ccccc3)n2)cc1
30. O=C(NC1CC1)C1CCN(C2CCN(C(=O)/C=C/c3ccc(F)cc3)CC2)CC1
31. Cc1ccc2c(c1)N1C(=O)c3ccccc3C1C1=C(CC(C)(C)CC1=O)N2 (stereo unspecified)
32. COc1cc(-c2noc(C3CCCN(S(=O)(=O)c4cccc(Cl)c4)C3)n2)cc(OC)c1OC (stereo unspecified)
assay / entry,25,26,27,28,29,30,31,32
Mcl-1 Bim block,-3.0,-6.0,2.0,0.0,0.0,0.0,-1.0,-2.0
ABCG2 inh,0.9,-3.1,0.5,0.9,6.6,0.5,8.0,5.8
Bim-Bfl-1,5.0,-3.0,0.0,-16.0,0.0,-4.0,-2.0,-1.0
RGS7-Gao reg,106.3,80.3,101.7,98.5,101.7,100.7,97.0,100.2
ABCB1 inh,0.6,-0.7,0.3,0.2,2.1,0.3,6.7,3.6
RGS8-Gao reg,115.6,96.7,101.2,98.9,101.1,102.7,96.3,103.2
Bim-Bcl-XL,1.0,-2.0,-1.0,1.0,1.0,-1.0,-5.0,-1.0
Bim-Bcl-2,3.0,1.0,1.0,-10.0,4.0,-2.0,1.0,0.0
Bim-Bcl-B,1.0,0.0,-2.0,-7.0,2.0,-3.0,-8.0,-1.0
RGS4-Gao reg,105.9,92.1,100.6,98.7,100.7,104.0,98.7,101.1
Bim-Bcl-W,0.0,-1.0,1.0,0.0,0.0,-1.0,-5.0,-1.0

# 11 compounds already listed, arranged by number of heavy atoms, ascending:
7. CCC(=O)Nc1cc(OC)cc(OC)c1
24. Fc1ccc(CNCc2ccccc2Cl)cc1
4. CC(C)Oc1cccc(C(=O)NC2=NCCS2)c1
8. Cc1cc([N+](=O)[O-])nn1CCC(=O)Nc1nccs1
25. COc1ccc(N(C(C)=O)S(=O)(=O)c2cccs2)cc1
19. CC(=O)Nc1ccc(NC(=O)CSCCc2ccccn2)cc1
28. O=C(CCn1nnc(-c2cccs2)n1)N1CCc2ccccc2C1
26. CCOC(=O)CSc1nc(N)c(C(=O)Nc2ccc(N(C)C)cc2)s1
27. Cc1ccsc1/C=N/NC(=O)c1cc(-c2ccncc2)nc2ccccc12
5. COc1ccc(S(=O)(=O)c2c(N)n(Cc3ccco3)c3nc4ccccc4nc23)cc1
assay / entry,7,24,4,8,25,19,28,26,27,5
Mcl-1 Bim block,-3.0,2.0,-3.0,0.0,-3.0,-2.0,0.0,-6.0,2.0,1.0
ABCG2 inh,6.1,1.9,1.3,4.7,0.9,0.8,0.9,-3.1,0.5,nt
Bim-Bfl-1,4.0,-4.0,4.0,-9.0,5.0,0.0,-16.0,-3.0,0.0,-3.0
RGS7-Gao reg,97.3,105.0,98.8,102.0,106.3,102.1,98.5,80.3,101.7,96.2
ABCB1 inh,0.6,0.6,0.8,1.1,0.6,0.2,0.2,-0.7,0.3,nt
RGS8-Gao reg,100.5,108.6,98.7,102.8,115.6,97.8,98.9,96.7,101.2,97.2
Bim-Bcl-XL,-1.0,0.0,0.0,-3.0,1.0,0.0,1.0,-2.0,-1.0,0.0
Bim-Bcl-2,1.0,3.0,3.0,-8.0,3.0,0.0,-10.0,1.0,1.0,2.0
Bim-Bcl-B,-1.0,-2.0,2.0,-6.0,1.0,0.0,-7.0,0.0,-2.0,-4.0
RGS4-Gao reg,100.6,108.1,92.1,102.8,105.9,100.7,98.7,92.1,100.6,97.0
Bim-Bcl-W,-3.0,-2.0,0.0,-2.0,0.0,1.0,0.0,-1.0,1.0,8.0

32. COc1cc(-c2noc(C3CCCN(S(=O)(=O)c4cccc(Cl)c4)C3)n2)cc(OC)c1OC (stereo unspecified)
assay / entry,32
Mcl-1 Bim block,-2.0
ABCG2 inh,5.8
Bim-Bfl-1,-1.0
RGS7-Gao reg,100.2
ABCB1 inh,3.6
RGS8-Gao reg,103.2
Bim-Bcl-XL,-1.0
Bim-Bcl-2,0.0
Bim-Bcl-B,-1.0
RGS4-Gao reg,101.1
Bim-Bcl-W,-1.0

# Further entries follow:
33. O=C(CSc1ccc([N+](=O)[O-])cn1)Nc1ccc(N2CCOCC2)cc1
34. CNCCCOc1ccc(C(C)(C)c2ccccc2)cc1
35. CC1CCCN(C(=S)Nc2ccc(F)cc2)C1 (stereo unspecified)
36. Cc1c(/C=N/NC(=O)c2ccc3c(c2)OCO3)cnn1C
37. O=C(O)c1cccc(C(=O)Cc2ccccc2)c1
38. CC(C)Oc1ccc(/C(O)=C2/C(=O)C(=O)N(CCCn3ccnc3)C2c2cccnc2)cc1 (stereo unspecified)
39. COCCCNC(=O)c1ccccc1SC
40. Cc1cc(C(=O)COC(=O)c2ccc[nH]c2=O)c(C)n1CCc1ccc(F)cc1
assay / entry,33,34,35,36,37,38,39,40
Mcl-1 Bim block,-1.0,0.0,-5.0,-3.0,-4.0,-4.0,-1.0,-1.0
ABCG2 inh,2.0,0.5,4.4,6.0,3.5,-0.4,2.0,4.7
Bim-Bfl-1,-3.0,-8.0,-3.0,-2.0,-14.0,-8.0,0.0,-4.0
RGS7-Gao reg,100.0,99.7,100.1,100.3,102.2,100.5,103.8,100.3
ABCB1 inh,0.8,0.1,0.9,1.0,0.4,-0.1,0.6,0.9
RGS8-Gao reg,99.8,100.8,97.6,99.7,102.4,102.7,99.0,106.4
Bim-Bcl-XL,-2.0,-3.0,-7.0,0.0,-4.0,-7.0,-2.0,-1.0
Bim-Bcl-2,0.0,-8.0,-3.0,-1.0,-9.0,-3.0,0.0,0.0
Bim-Bcl-B,-1.0,-5.0,-11.0,0.0,-10.0,-6.0,0.0,0.0
RGS4-Gao reg,99.4,94.1,97.2,101.8,104.2,104.0,98.7,103.6
Bim-Bcl-W,-2.0,4.0,-4.0,-2.0,2.0,-6.0,1.0,-1.0
